# Bioassay records as filed in PubChem.
# FLuc inh: Firefly luciferase inhibition profiling of diverse chemical library using quantitative high-throughput screening; Luciferin 4-monooxygenase (Photinus pyralis), P08659; Potency, µM (highest dose often 115 µM), inactives show at the highest dose activity change, negative = inhibition, most hits filed as inhibitors; hit rate 2.5% among 76,000; purified P. pyralis luciferase, luminescence, biochemical; AID 1347043, 2019; also: potency is read from the fitted curve at half-maximal effect; nearly all actives have a fitted effect of over 65% in size
# Target sequence (P08659 whole entry, looked up): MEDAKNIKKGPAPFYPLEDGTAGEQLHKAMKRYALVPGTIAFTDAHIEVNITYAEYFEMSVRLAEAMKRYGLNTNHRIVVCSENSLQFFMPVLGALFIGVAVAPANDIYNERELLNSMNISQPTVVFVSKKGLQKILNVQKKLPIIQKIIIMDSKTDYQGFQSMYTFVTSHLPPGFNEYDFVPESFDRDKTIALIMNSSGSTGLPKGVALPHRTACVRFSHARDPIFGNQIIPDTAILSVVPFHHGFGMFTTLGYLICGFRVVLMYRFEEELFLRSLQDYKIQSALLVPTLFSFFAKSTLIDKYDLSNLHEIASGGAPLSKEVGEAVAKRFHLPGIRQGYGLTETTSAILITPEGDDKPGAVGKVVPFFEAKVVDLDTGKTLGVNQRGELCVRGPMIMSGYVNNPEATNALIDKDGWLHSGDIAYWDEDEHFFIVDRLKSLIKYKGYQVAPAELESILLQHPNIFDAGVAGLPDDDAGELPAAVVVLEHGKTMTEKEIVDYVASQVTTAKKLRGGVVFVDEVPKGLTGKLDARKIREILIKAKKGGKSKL
#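 Purified 10nM P. pyralis luciferase with 10uM D-luciferin and 10uM ATP in 50mM Tris acetate pH 7.5, 10mM Mg acetate, 0.01% Tween-20, 0.05% BSA. qHTS titration; luminescence read by CCD imager.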
# GPT2 inh: Primary qHTS assay for inhibitors of Glutamate pyruvate transaminase 2 (GPT2); Recombinant GPT2, coupled pyruvate oxidase/HRP Amplex Red fluorescence; Potency, µM (titrated, usually from 57.7 µM), without a hit: at the highest dose activity change, negative = inhibition, most hits filed as inhibitors; hit rate 0.25% among 100,000; AID 1671188, 2021; also: potency is read from the fitted curve at half-maximal effect; nearly all actives have a fitted effect of over 60% in size; many of its hits are not listed in these tables
# Target sequence (Q8TD30 whole entry, looked up): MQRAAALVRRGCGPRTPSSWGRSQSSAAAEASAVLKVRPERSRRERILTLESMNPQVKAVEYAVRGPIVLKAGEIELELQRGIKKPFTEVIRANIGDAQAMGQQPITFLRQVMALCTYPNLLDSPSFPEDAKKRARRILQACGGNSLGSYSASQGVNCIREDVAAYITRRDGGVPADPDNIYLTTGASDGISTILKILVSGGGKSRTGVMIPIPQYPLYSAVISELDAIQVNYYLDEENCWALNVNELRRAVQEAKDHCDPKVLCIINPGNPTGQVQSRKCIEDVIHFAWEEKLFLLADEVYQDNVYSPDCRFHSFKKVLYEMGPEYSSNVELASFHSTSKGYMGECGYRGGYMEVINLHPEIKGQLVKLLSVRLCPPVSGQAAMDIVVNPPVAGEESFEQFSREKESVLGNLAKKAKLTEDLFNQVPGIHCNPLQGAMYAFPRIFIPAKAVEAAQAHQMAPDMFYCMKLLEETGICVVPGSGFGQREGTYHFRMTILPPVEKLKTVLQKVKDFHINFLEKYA
#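 Fluorescence read-out: pyruvate from GPT2 turnover coupled to pyruvate oxidase, HRP and Amplex Red (0.2mM ThPP, 0.2U/mL PO and HRP, 50uM Amplex final). Substrates 250uM a-KG, 2mM L-alanine; enzyme 10ng/uL; 30 min RT.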
# SNCA viab count: GF-AFC viability counterscreen for inhibitors of alpha-synuclein gene (SNCA) expression; Potency, µM (series often up to 57.1 µM), inactives show at the highest dose activity change, negative = cytotoxicity, most hits filed as cytotoxic; hit rate 0.12% among 150,000; HEK-293-SNCA-luc viability, GF-AFC fluorescence, 24 h; AID 1671193, 2021;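 also: potency is read from the fitted curve at half-maximal effect; 0% = DMSO-treated cells and -100% = medium-only wells without cells; nearly all actives have a fitted effect of over 30% in size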
#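 Cytotoxicity counterscreen: after 24 h compound treatment of genome-edited SNCA-luciferase HEK-293 cells, live-cell protease substrate GF-AFC read by fluorescence after 30 min; activity scaled between DMSO (0%) and medium-only (-100%), curves Hill-fitted.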
# IP6K1 inh: Primary qHTS assay for small molecule inhibitors of Inositol hexaphosphate kinase 1 (IP6K1). Inositol hexakisphosphate kinase 1 (Homo sapiens), Q92551. IP6K1 kinase, ADP-Glo luminescence, 2 h; active compounds read low. activity change, % (series mostly up to about 58 µM). hit rate 0.81% among 140,000. AID 1645851, 2021; in the data active = activity change below about -25%
#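 ADP-Glo luminescence measures ADP made by human IP6K1 during a 2 h RT reaction with ATP/IP6 (mix at 1.3 mM/130 uM); top library doses 57.5 and 19.1 uM final.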
# HEK cytotox: Cytotoxic Profiling in HEK 293 Cell Line of Diverse Libraries Using Quantitative High-Throughput Screening; HEK 293 viability, ATP luminescence (CellTiter-Glo), 48-72 h; Potency, µM (titrated, usually from 115 µM), for the others: at the highest dose activity change, negative = cytotoxicity, usual class: inhibitors; hit rate 6.6% among 94,000; also: potency is read from the fitted curve at half-maximal effect; nearly all actives have a fitted effect of over 60% in size
#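 250 HEK 293 cells/well; compound by pintool; incubated 48 or 72 hr at 37 degree Celsius; CellTiter-Glo added, 10 min RT, luminescence imaged.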
# SNCA expr inh: Primary qHTS assay for inhibitors of alpha-synuclein gene (SNCA) expression | HEK-293 SNCA-luciferase knock-in, luminescence, 24 h | Potency, µM (titrated, usually from 57.2 µM), without a hit: at the highest dose activity change, negative = inhibition, actives largely listed as inhibitors | hit rate 0.17% among 140,000 | AID 1671194, 2021;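 also: potency is read from the fitted curve at half-maximal effect; plate controls were DMSO cells for no effect and cell-free wells for full effect; nearly all actives have a fitted effect of over 45% in size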
# NIH3T3 tox: Cytotoxic Profiling in NIH 3T3 Cell Line of Diverse Libraries Using Quantitative High-Throughput Screening; Potency, µM (top dose mostly 96.7 µM), inactives show at the highest dose activity change, negative = cytotoxicity, most hits filed as inhibitors; hit rate 4.3% among 94,000; AID 1345082, 2018; NIH 3T3 viability, CellTiter-Glo ATP luminescence, 48-72 h; also: potency is read from the fitted curve at half-maximal effect; nearly all actives have a fitted effect of over 55% in size
#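 Viability of NIH 3T3 cells after 48 or 72 hr compound treatment at 37 °C was assessed by CellTiter-Glo, with luminescence imaged following a 10 min room-temperature step.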
# * marks the source's active call; other numbers are inactive results; i = inactive; ? = inconclusive; · = not tested or not shown; [ ] = remark or other dose. Unless noted, calls follow the shape of the dose curve; as a rule, active = well fitted curve in the direction sought with a large enough effect; inconclusive = small, poorly fitted or top-dose-only effect, or another doubt; inactive = no such curve, though single readings can be large; an effect the other way counts as inactive or inconclusive. Unless noted, % is scaled to controls: 0 for no effect and ±100 for the full control effect.
SMILES,FLuc inh,GPT2 inh,SNCA viab count,IP6K1 inh,HEK cytotox,SNCA expr inh,NIH3T3 tox
O=C(C[C@@H]1O[C@H](CNCc2cccc(Cl)c2)[C@@H](O)[C@H]1O)NC1CC1,-6%[172 µM],i,4%[87.6 µM],18,0%[172 µM],-20%[87.6 µM],-5%[174 µM]
CCCc1cc(C(=O)N[C@H]2COC[C@H]2Cc2cc(C)no2)cs1,7%,-1%[11.5 µM],-3%,-19,0%,-16%,?
O=C(NCc1ccc(F)cc1)c1ccc2nnc(-c3ccc(Cl)cc3)n2c1,·,-4%,-3%,8,?,19%,?
CCC1(CC)CCN(C(=O)CC2COc3ccc(C(=O)N(C)C)cc3N2C)C1 (centres undefined),8%,i,-4%,11,?,-26%,-19%
COc1ccc(-c2[nH]c(-c3ccc(F)cc3)nc2SCC(=O)Nc2ccc(OC)c(OC)c2)cc1,·,·,?,-15,·,-25%,·
CCC(=O)Nc1ccc(C2(C(=O)NCC(C)C)CCCCC2)cc1,3%,-10%,-5%,-1,-11%,-13%,-8%
COc1ccccc1CN1CCc2nc(C(C)C)nc(-c3ccc(O)cc3)c2C1,8%,1%,18%,12,-28%,17%,?
CCc1nnc(CN(C)c2cc(C3CC(O)C3)nc(N)n2)o1 (centres undefined),7%,i,-2%,3,-18%,-6%,-10%
CC(C)Oc1ccc(CNC(=O)CN2C(=O)c3cccnc3Oc3ccc(Cl)cc32)cc1,·,·,-2%,-18,·,?,·
CN(Cc1ccc(-c2ccccc2)cc1)Cc1ccnn1C,?,i,2%[87.6 µM],-5,25µM*,32%[activator][87.6 µM],?
CCC(CC)NC(=O)C1CCCN(S(=O)(=O)c2ccccc2)CCC(=O)NCC1 (centres undefined),-6%,i,7%,6,i,9%,i
CN(CCC1CCOCC1)C(=O)c1cc(COc2ccccc2F)[nH]n1,5%,0%,-2%,-1,11%,-12%,i
Cc1ccc(-c2[nH]ncc2CN2C[C@@H](Oc3ccccc3)C[C@@H]2C(=O)N2CCOCC2)cc1,-6%,i,-4%,0,-17%,2%,-17%
Cn1c(C(=O)NCc2cccnc2)cc2c1CCN(Cc1ccccc1)C2,1%,i,-2%,-8,?,43%[activator],-30%
O=C(CCn1ccn2nc3c(c2c1=O)CCCC3)Nc1ccc(F)cc1,-1%,5%,3%,19,-20%,1%,i
CCN(CC1CCOCC1)C(=O)c1cccnc1SC/C=C/c1ccccc1,11µM*,i,-3%,30,?,-7%,-25%
COc1ccc(CNC(=O)Cn2c(C)cc3nc4n(c(=O)c32)CCC4)cc1OC,19%,i,-9%,9,8%,-21%,-18%
O[C@@H]1CC(CNCc2ccc(Cl)cc2)(COc2cccnc2)C[C@@H]1O (some centres undefined),5%,-2%,3%,-2,3%,-28%,-1%
O=C(O)CCC1CCN(C(=O)c2ccccc2Cl)CC1,-1%,i,1%,9,-1%,-13%,i
CCC(C)NC(=O)C1COC2(CCN(C(=O)c3ccc(F)cc3)CC2)N1C(=O)c1ccc(C)cc1 (centres undefined),2%,i,5%,-2,-23%,-26%,-17%

# Entries from the list above containing an aryl thioether with sulfur outside any ring:
SMILES,FLuc inh,GPT2 inh,SNCA viab count,IP6K1 inh,HEK cytotox,SNCA expr inh,NIH3T3 tox
COc1ccc(-c2[nH]c(-c3ccc(F)cc3)nc2SCC(=O)Nc2ccc(OC)c(OC)c2)cc1,·,·,?,-15,·,-25%,·
CCN(CC1CCOCC1)C(=O)c1cccnc1SC/C=C/c1ccccc1,11µM*,i,-3%,30,?,-7%,-25%

# The results go on.
SMILES,FLuc inh,GPT2 inh,SNCA viab count,IP6K1 inh,HEK cytotox,SNCA expr inh,NIH3T3 tox
O=C(Cn1cc(S(=O)(=O)Cc2cccc(Cl)c2)c2ccccc21)NCc1ccccc1Cl,·,·,2%,-9,·,39%[activator],·
CCc1nc2c(c(-c3ccc(O)cc3)n1)CN(C(=O)c1ccc(C(F)(F)F)cc1)CC2,·,-2%,7%,8,0%,-2%,-28%
CN(C)C(=O)c1ccc(OC2CCN(C(=O)c3ccc(F)c(F)c3)CC2)nc1,-2%,-8%,7%,10,?,?,?
CN1c2cccnc2CN(Cc2ccc(Cl)cc2)CC[C@H]1CO,4%[172 µM],-1%[88.5 µM],0%[87.6 µM],-4,?,-8%[87.6 µM],5%[174 µM]
COc1ccc(-c2nc(C(C)C)nc3c2CN([S+](=O)([O-])c2c(C)noc2C)CC3)cc1,-2%,i,2%,-5,2%,4%,-13%
CN(C)C(=O)CCN1CCOC(CC(c2ccccc2)c2ccccc2)C1 (centres undefined),-5%,i,-2%,-14,-21%,20%,-14%
Cc1c(C(=O)N2CCCC2)oc2c1-c1nn(CC(=O)NCc3cccc(F)c3)cc1CC2,·,·,13%,34,·,?,·
Cc1ccc(S(=O)(=O)C(CNS(=O)(=O)c2ccc(F)c(C(F)(F)F)c2)c2ccco2)cc1 (centres undefined),·,·,-15%,-2,·,?,·
CCc1ccc(OCC(=O)Nc2ccc3c(c2)c2ccccc2n3CC)c(Br)c1,·,·,9%,-13,·,-5%,·
O=C(Cn1ccn2nc3c(c2c1=O)CCCC3)Nc1ccccc1,-6%,-6%,3%,10,?,-7%,i
CCOc1ccccc1NC(=O)Cn1nnc(C(=O)Nc2ccc(C)c(C)c2)c1N,·,·,5%,-4,·,-3%,·
COc1ccc(C)cc1NC(=O)CCn1nc(C)cc1C,·,·,13%,2,·,6%,·
CC(C)NCC1(COc2ccc(C(F)(F)F)cn2)C[C@@H](O)[C@@H](O)C1 (some centres undefined),0%[172 µM],2%[88.5 µM],-3%[87.6 µM],3,i,?,i
CCc1ccc(S(=O)(=O)c2cn(Cc3ccc(OC)cc3)c3cc(OC)c(OC)cc3c2=O)cc1,·,·,2%,9,·,-10%,·
O=C(CS(=O)(=O)c1nc(-c2ccc(Cl)cc2)cn1-c1ccccc1)Nc1cccc(Cl)c1,·,·,-24%,-6,·,40%[activator],·
NC(=O)[C@H](Cc1ccc(O)cc1)NC(=O)C1=C[C@@H](NC(=O)c2ccc(F)c(Cl)c2)[C@@H](O)[C@H](O)C1,-2%,-13%,-2%,8,-7%,18%,0%
CNc1nccc(N2CCC(CC(=O)NCc3cccc(OC)c3OC)CC2)n1,0%,i,-13%,14,?,-15%,?
COc1ccc(NC(=O)c2cc3c(=O)n(Cc4cccnc4)ccc3nc2C)cc1OC,·,·,-8%,5,·,-18%,·
COc1ccccc1N1CCN(CC[C@H]2CN(C(=O)c3ccccc3)CC[C@H]2CC(=O)O)CC1,-5%,1%,4%,10,i,-8%,-8%
O=C(Cn1c(-c2cccs2)cc2cc(Cl)ccc21)N1CCN(c2ccccc2F)CC1,·,·,9%,-11,·,-1%,·

# Whole records, quoted from the list.
# CCc1nc2c(c(-c3ccc(O)cc3)n1)CN(C(=O)c1ccc(C(F)(F)F)cc1)CC2 is entered as FLuc inh: ·; GPT2 inh: -2%; SNCA viab count: 7%; IP6K1 inh: 8; HEK cytotox: 0%; SNCA expr inh: -2%; NIH3T3 tox: -28%
# CC(C)NCC1(COc2ccc(C(F)(F)F)cn2)C[C@@H](O)[C@@H](O)C1 (some centres undefined) is entered as FLuc inh: 0%[172 µM]; GPT2 inh: 2%[88.5 µM]; SNCA viab count: -3%[87.6 µM]; IP6K1 inh: 3; HEK cytotox: i; SNCA expr inh: ?; NIH3T3 tox: i
# CN(C)C(=O)c1ccc(OC2CCN(C(=O)c3ccc(F)c(F)c3)CC2)nc1 is entered as FLuc inh: -2%; GPT2 inh: -8%; SNCA viab count: 7%; IP6K1 inh: 10; HEK cytotox: ?; SNCA expr inh: ?; NIH3T3 tox: ?

# Going on with the list:
SMILES,FLuc inh,GPT2 inh,SNCA viab count,IP6K1 inh,HEK cytotox,SNCA expr inh,NIH3T3 tox
Cc1noc(-c2ccco2)c1C(=O)NC(C)c1ccccc1 (centres undefined),2%,-9%,5%,21,?,30%[activator],?
CC1(C)NC(=O)N(CC(=O)N[C@@H]2[C@@H]3CCO[C@@H]3[C@@H]2C2CCCC2)C1=O,0%,i,6%,-15,-10%,-13%,-7%
OCC1CN(c2ccncn2)CC12CCN(Cc1ccc(F)c(F)c1)CC2 (centres undefined),0%,i,7%[12.5 µM],9,?,12%,?
Cc1ccc(-n2c(=O)c3c(C)c(C(=O)N(C)C)sc3n(CC(=O)C(C)(C)C)c2=O)cc1C,·,·,-11%,23,·,-4%,·
O=C(NC[C@H]1O[C@@H](CO)[C@@H](O)[C@H]1N1CCN(c2ccccn2)CC1)c1ccco1,8%,?,6%,-4,i,-22%,i
CSc1oc(-c2cccs2)nc1S(=O)(=O)c1ccc(Br)cc1,·,·,2%,-14,·,-16%,·
Cc1ccc2c(c1)-c1c(c(C(=O)N3CCN(c4cc(C)ccc4C)CC3)nn1C)CS2,·,·,?,-3,·,?,·
COCCCNC(=O)CNC(=O)c1cccc(-c2ccc(SC)cc2)c1,·,i,-15%,0,?,-8%,?
COc1ccccc1[C@@H]1CN(C(=O)c2cccnc2OC)C[C@H]1C(=O)O,-3%,i,-5%,4,-3%,-10%,-10%
Cc1ccc2c(=O)cc(C(=O)Nc3ccc(S(=O)(=O)Nc4nc(C)cc(C)n4)cc3)oc2c1,·,·,-1%,26,·,8%,·
COc1ccc(CCNC(=O)c2ccc3c(c2)N(Cc2cccc(Cl)c2)C(=O)CS3)cc1OC,·,·,?,1,·,?,·
CCCCCCNC(=O)Cc1csc2nc(C)c(-c3cc(C)n(-c4ccc(F)cc4)n3)c(=O)n12,-3%,i,-4%,2,?,-21%,?
CC(=O)OC1C(OC(=O)c2ccccc2)C2C(=C(C)CCC2(C)C)C23CCC(C)(C2)C(=O)CC13 (centres undefined),·,i,-18%[23.9 µM],-8,·,·,·
COc1cccc(CN2C(=O)OC3(CCN(C(=O)CCc4cccnc4)CC3)C2(C)c2cccnc2)c1 (centres undefined),-4%,i,1%,5,i,15%,?
COc1cccc(N2CCN(C(=O)C3CCN(S(=O)(=O)c4cn(C)cn4)CC3)CC2)c1,·,·,14%,29,·,19%,·
COc1cccc(CN2CCC3(CC2)CN(c2ncccn2)CC3CO)n1 (centres undefined),9%,4%,0%,-7,i,3%,i
COCCNC(=O)CCCN1C(=O)COc2ccc(C(=O)COc3ccccc3OC)cc21,-3%,2%,-23%,1,i,2%,5%
COc1ccc(-c2cc(C(F)(F)F)n3nc(C(=O)Nc4cc(C(F)(F)F)ccc4Cl)cc3n2)cc1OC,·,·,9%,33,·,14%,·
COc1ccc(NC(=O)C2CCN(S(=O)(=O)c3cn(C)cn3)CC2)cc1Cl,·,·,0%,12,·,55%[activator],·
